rTrxR1 inhibitor = qHTS Assay for Inhibitors of Mammalian Selenoprotein Thioredoxin Reductase 1 (TrxR1): qHTS | Thioredoxin reductase 1, cytoplasmic (Rattus norvegicus), O89049 | recombinant rTrxR1, NADPH fluorescence consumption, selenite substrate | Potency, µM (titrated, usually from 114 µM), for inactives: at the highest dose activity change, negative = inhibition, usual class: inhibitors | hit rate 1% among 390,000; note: potency is the fitted concentration of half-maximal effect; % is set by controls: 0 for no effect and ±100 for the full control effect; nearly all actives have a fitted effect of over 65% in size
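Rat TrxR1 (90 nM in the dispensed reagent) was pre-reduced with 400 uM NADPH for 5 min at room temperature, then incubated with compound for 15 min. After 400 uM selenite was added, NADPH fluorescence (Ex 340/Em 450 nm) was followed for 8 min.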
Vif-APOBEC3F blk = qHTS for Inhibitors of Vif-A3F Interactions: qHTS; hit rate 0.2% among 390,000; Potency, µM (doses to about 46.1 µM), without a hit: at the highest dose activity, negative = active; HeLa A3F-eYFP + Vif (tagged APOBEC3F with the HIV-1 protein that degrades it), YFP fluorescence increase; AID 602313, 2012; note: potency is the fitted concentration of half-maximal effect; % of control where 0% means no effect; nearly all actives have a fitted effect of over 65% in size
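HeLa cells stably expressing Vif plus C-terminally eYFP-tagged A3F were seeded, incubated overnight at 37 deg C, dosed with compound, incubated overnight again at 37 deg C. Yellow fluorescence (Ex 488/Em 500-530) reported blocked Vif-mediated A3F-eYFP degradation.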
Vif-APOBEC3G blk = qHTS for Inhibitors of Vif-A3G Interactions: qHTS; DNA dC->dU-editing enzyme APOBEC-3G (Homo sapiens), Q9HC16; Potency, µM (highest dose often 46.1 µM), inactives show at the highest dose activity, negative = active, hits mostly inhibitors; AID 602310, 2012; hit rate 0.076% among 410,000; HeLa A3G-eYFP + Vif (tagged APOBEC3G with the HIV-1 protein that degrades it), YFP fluorescence, overnight;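 note: potency is the fitted concentration of half-maximal effect; % is set by controls: 0 for no effect and ±100 for the full control effect; nearly all actives have a fitted effect of over 60% in size; hits raise eYFP signal because A3G escapes Vif-driven loss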
Target sequence (Q9HC16 whole entry, looked up): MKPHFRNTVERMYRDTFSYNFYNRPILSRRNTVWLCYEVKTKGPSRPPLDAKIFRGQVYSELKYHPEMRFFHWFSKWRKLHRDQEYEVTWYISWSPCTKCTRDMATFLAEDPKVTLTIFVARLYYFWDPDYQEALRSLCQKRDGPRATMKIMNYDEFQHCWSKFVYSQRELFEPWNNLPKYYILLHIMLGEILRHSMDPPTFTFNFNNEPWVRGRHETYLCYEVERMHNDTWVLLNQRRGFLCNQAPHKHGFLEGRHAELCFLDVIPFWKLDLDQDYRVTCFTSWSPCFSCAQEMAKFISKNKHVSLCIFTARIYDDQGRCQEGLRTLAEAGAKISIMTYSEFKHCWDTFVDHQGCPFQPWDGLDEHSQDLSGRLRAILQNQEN
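HeLa cells stably expressing Vif and C-terminally eYFP-tagged A3G, seeded overnight at 37 deg C, then exposed to compound by pintool overnight at 37 deg C. Rise in yellow fluorescence (Ex 488/Em 500-530, Acumen) marks blocked Vif-driven A3G degradation.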
LDHA block = qHTS assay for inhibitors of human lactate dehydrogenase; L-lactate dehydrogenase A chain (Homo sapiens), P00338; purified LDHA, NADH/diaphorase-resazurin fluorescence; active compounds read low; activity change, % (values are at about 110 or 230 µM); hit rate 0.15% among 480,000; AID 1347041, 2019; in the data active = activity change below about -30%; inconclusive = mostly about -25% to -30%;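 note: plate controls were DMSO wells for no effect and wells without enzyme for full effect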
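Resorufin fluorescence (ex540/em590), read at 0 and 20 min after diaphorase/resazurin addition, reports the NADH left after a 5 min room-temperature reaction of 2 nM human LDH5 with 0.06 mM NADH and 0.2 mM pyruvate.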
TrxR1 substrate = qHTS Assay for Substrates of Mammalian Selenoprotein Thioredoxin Reductase 1 (TrxR1): qHTS. purified TrxR1 substrate turnover, NADPH consumption readout. Thioredoxin reductase 1, cytoplasmic (Rattus norvegicus), O89049. Potency, µM (doses to about 114 µM), for inactives: top-dose activity change, negative = substrate turnover. hit rate 0.01% among 390,000; note: potency is the fitted concentration of half-maximal effect; % is set by controls: 0 for no effect and ±100 for the full control effect; nearly all actives have a fitted effect of over 50% in size
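Rat TrxR1, dispensed at 90 nM, was prereduced with 400 uM NADPH (final) for 5 min at ~22 deg C, then incubated with compound 15 min before 400 uM selenite. A first-read NADPH fluorescence drop versus no-compound background flagged substrates.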
RGS4 inhibitor = Inhibitors of Regulator of G Protein Signaling (RGS) 4: qHTS. Transcreener GDP fluorescence polarization, RGS4-accelerated GTP hydrolysis. Potency, µM (series often up to 114 µM), inactives show top-dose activity change, negative = inhibition, hits mostly inhibitors. hit rate 0.039% among 390,000. AID 504845, 2011; note: potency is the fitted concentration of half-maximal effect; % is set by controls: 0 for no effect and ±100 for the full control effect; nearly all actives have a fitted effect of over 75% in size; some results filed as inactive show a strong effect at the top dose
Target sequence (P49798 whole entry, looked up): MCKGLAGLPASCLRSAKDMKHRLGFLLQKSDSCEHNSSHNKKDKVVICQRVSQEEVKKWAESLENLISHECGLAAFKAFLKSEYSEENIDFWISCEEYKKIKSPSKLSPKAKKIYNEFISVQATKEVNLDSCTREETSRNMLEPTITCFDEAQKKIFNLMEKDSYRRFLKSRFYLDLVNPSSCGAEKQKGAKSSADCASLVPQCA
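MLSMR compounds (23 nl, pin-transferred) preincubated 10 min at room temperature with a 500nM (2x) first reagent, then RGS4 at 900nM (2x) plus Transcreener GDP mix added; fluorescence polarization (620/688 nm) read before and after 90 min at 30 °C.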
GRP78 ERSR act = qHTS for Inducers of the Endoplasmic Reticulum Stress Response (ERSR) in Human Glioma: qHTS | Potency, µM, for inactives: at the top dose activation, most hits filed as activators | hit rate 0.02% among 420,000 | U87-MG GRP78 promoter luciferase reporter, 16 h | AID 602332, 2012; note: potency is the fitted concentration of half-maximal effect; series mostly up to about 76 µM; % of control where 0% means no effect; nearly all actives have a fitted effect of over 35% in size
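Stably transfected U87-MG glioma cells carrying a GRP78-based luciferase sensor; 16 h compound incubation. Luminescence end-point read 10 min after Bright-Glo addition at room temperature.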
USP1-UAF1 inh = Inhibitors of USP1/UAF1: Primary Screen; Potency, µM (series often up to 57.1 µM), without a hit: at the highest dose activity change, negative = inhibition, most hits filed as inhibitors; Ubiquitin carboxyl-terminal hydrolase 1 (Homo sapiens), O94782; hit rate 0.23% among 390,000; recombinant USP1/UAF1, Ub-Rhodamine cleavage fluorescence; note: potency is the fitted concentration of half-maximal effect; % is set by controls: 0 for no effect and ±100 for the full control effect; nearly all actives have a fitted effect of over 60% in size; inactives centre near -12
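1 nM enzyme complex + cpd, 15 min RT; start with Ub-Rho 150nM final; kinetic fluorescence ex 480/em 540, 6 reads q60 s. Buffer 50mM HEPES pH 7.8, 0.5mM EDTA, 0.1 mg/ml BSA, 1mM TCEP, 0.01% Tween-20.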
mIDH1 inhibitor = qHTS for Inhibitors of mutant isocitrate dehydrogenase 1 (IDH1): qHTS. Isocitrate dehydrogenase [NADP] cytoplasmic (Homo sapiens), O75874. IDH1-R132H enzyme, NADPH consumption, diaphorase/resazurin fluorescence. Potency, µM (series often up to 76.6 µM), without a hit: top-dose activity change, negative = inhibition, hits mostly inhibitors. hit rate 0.093% among 390,000; note: potency is the fitted concentration of half-maximal effect; % is set by controls: 0 for no effect and ±100 for the full control effect; nearly all actives have a fitted effect of over 65% in size
Target sequence (O75874 whole entry R132H, stated change not applied): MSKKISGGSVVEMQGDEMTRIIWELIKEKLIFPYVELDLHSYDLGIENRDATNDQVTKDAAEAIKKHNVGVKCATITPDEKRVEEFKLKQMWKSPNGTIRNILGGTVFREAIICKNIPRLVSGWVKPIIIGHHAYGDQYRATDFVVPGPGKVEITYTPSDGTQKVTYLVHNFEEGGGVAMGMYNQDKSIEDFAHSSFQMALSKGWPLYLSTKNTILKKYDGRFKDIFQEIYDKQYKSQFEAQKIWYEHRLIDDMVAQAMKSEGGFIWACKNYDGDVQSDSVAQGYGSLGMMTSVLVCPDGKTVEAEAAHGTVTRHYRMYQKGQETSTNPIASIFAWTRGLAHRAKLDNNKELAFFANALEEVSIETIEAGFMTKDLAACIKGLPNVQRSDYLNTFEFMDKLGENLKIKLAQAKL
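IDH1-R132H (0.5 ug/mL dispensed) in pH 7.5 Tris buffer was preincubated 30 min with compound, then given a substrate mix of 0.016 mM NADPH and 2 mM alpha-KG for 80 min at room temperature; remaining NADPH was read by diaphorase/resazurin fluorescence.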
Active calls of the source: *; u = inconclusive; x = no result given; [ ] = remark or other dose. Unless noted, calls come from the whole dose curve; as a rule, active = well fitted curve in the direction sought with a large enough effect; inconclusive = small, poorly fitted or top-dose-only effect, or another doubt; inactive = no such curve, though single readings can be large; an effect the other way counts as inactive or inconclusive.

Results follow in this order: Vif-APOBEC3G blk | GRP78 ERSR act | rTrxR1 inhibitor | RGS4 inhibitor | mIDH1 inhibitor | USP1-UAF1 inh | TrxR1 substrate | Vif-APOBEC3F blk | LDHA block
COC(=O)C1CC(=O)N(CCc2c[nH]c3ccccc23)C1 (stereo not drawn)
  -0.7% | -2.8% | 0.9% | -21.5% | 2.1% | -20.7% | 12.6% | 3.2% | -12.2
CC1(C)CC(=O)C(CC(=O)N2CCC(Cc3ccccc3)CC2)C(=O)C1
  3.9% | -0.3% | -6.6% | 9.9% | -8.1% | -1.8% | -0.3% | -10.3% | 1.8
COc1cc(OC)c(OC)cc1CN1CCC(O)CC1
  -3.0% | -2.7% | 30.7% | 8.8% | 8.6% | -22.8% | 3.9% | -5.0% | -11.5
CC1CCCCC1NC(=O)CN1CCN(S(=O)(=O)c2ccc(Br)s2)CC1 (stereo not drawn)
  -0.7% | -0.7% | -0.5% | 15.3% | 4.6% | -8.2% | -1.5% | -2.0% | -3.6
CC(C)Oc1ccc(CCC(=O)N/N=C/c2ccc3c(c2)OCO3)cc1
  -4.2% | -1.9% | 8.9%[57.1 µM] | -14.6% | 4.4% | -16.7% | 3.2%[57.1 µM] | 3.0% | 3.1
CCc1noc(C)c1C(=O)N1CCC(CCC(=O)Nc2cccc(C)c2)CC1
  3.0% | -3.5% | 1.7% | -7.5% | -2.4% | 1.8% | -5.0% | -15.1% | -0.1
CCOC(=O)c1c(-c2ccccc2)csc1NC(=S)NC
  0.3% | 4.0% | 4.9% | -28.0%[11.4 µM] | 0.0% | -20.4% | 4.7% | u | 3.1
Cc1c(C(Nc2ccccn2)c2ccc(Cl)cc2)c(=O)n(-c2ccccc2)n1C (stereo not drawn)
  -0.2% | -7.7% | -5.5% | -4.7%[56.9 µM] | 1.4% | -11.6% | -5.9% | 1.9% | 3.2
C/C(CC(=O)NC1CCCCC1)=N\NC(=O)Cc1ccc(-c2ccccc2)cc1
  2.0% | -4.4% | 14.7%[57.1 µM] | -1.2% | 4.6% | -8.5% | 2.2%[57.1 µM] | 9.5% | 1.0
O=C(NCCCN1CCOCC1)c1sc2cc(F)ccc2c1Cl
  -7.3% | -0.8% | 22.0% | 13.5% | 0.0% | -24.1% | 3.0% | -1.2% | -3.7
CCC(Sc1nc2ncccc2[nH]1)C(=O)NC1CCCC1 (stereo not drawn)
  -1.3% | -3.4% | -2.0% | -22.8% | 17.1% | -10.4% | 4.0% | -2.7% | 1.0
CC(C)NC(=O)CCNS(=O)(=O)c1ccc(Br)cc1
  -1.4% | -3.1% | 12.3% | -7.1% | 3.1% | -3.0% | -6.5%[57.1 µM] | -4.9% | -0.2
O=C(O)CN(c1ccc(F)cc1)S(=O)(=O)c1ccc2c(c1)OCCO2
  2.3% | -1.8% | 12.5% | 12.2% | 1.4% | -10.3% | 7.4% | -2.1% | -1.7
CNc1c(NS(=O)(=O)c2cc(NC(C)=O)ccc2C)c(=O)oc2ccccc12
  0.5% | -2.9% | 6.4% | 2.3% | 0.3% | -20.1% | -4.6% | 3.2% | -5.8
O=C(CCCc1ccccc1)N=C1SC2CS(=O)(=O)CC2N1c1ccccc1 (stereo not drawn)
  -0.8% | -4.6% | -3.1% | 6.8% | 5.8% | -3.3% | -4.0% | -0.4% | -10.2
CCC(C)(C)NC(=O)Cn1c(=O)ccc2cc(S(=O)(=O)N3CCC(C)CC3)ccc21
  1.1% | 0.0% | -2.4%[57.1 µM] | -14.0% | 0.0% | -3.5% | -4.5%[57.1 µM] | 0.9% | 7.3
O=C(NCc1nc2ccccc2[nH]1)C1=C[C@H](C2CC2)C[C@H](OCCCCO)O1
  3.0% | -3.8% | 19.8%[57.1 µM] | 23.9% | -10.8% | 12.9% | 7.7%[57.1 µM] | 6.1% | -6.0
O=C(Nc1ccn(CCCNCc2ccccn2)c(=O)n1)OCc1ccccc1
  -2.3% | -1.1% | -20.1% | -0.8% | -6.8% | -6.3% | -0.9% | 2.4% | -8.4
Cc1cccc(C)c1NC(=O)CSc1nnc(Cn2nnc(-c3ccccc3)n2)n1-c1ccccc1
  -0.6% | -4.1% | -0.6%[57.1 µM] | -12.3% | 8.1% | -6.0% | 1.2%[57.1 µM] | -6.1% | 0.9
CCCN(C(=O)COC(=O)CSc1ccc(C(N)=O)cc1[N+](=O)[O-])C1CCS(=O)(=O)C1 (stereo not drawn)
  1.8% | -0.8% | -17.0% | -29.5% | 11.5% | 2.5% | -15.4% | -22.8% | -2.1
COc1cc(-c2cc(C(=O)O)c3c(OC)c(OC)c(OC)cc3n2)ccc1O
  -2.1% | -4.3% | 8.5%[57.1 µM] | -10.2% | 2.0% | -6.2% | 4.4%[57.1 µM] | -0.1% | 0.9
Cc1ccc(CSc2nc3c(c(N(C)C)n2)CCCC3)cc1
  -6.9% | -5.8% | 12.9% | 5.8% | 5.1% | -21.0% | 0.3% | -7.2% | 3.4
NC(=O)CSc1nnc(-c2ccc(S(=O)(=O)N3CCCCC3)cc2)n1-c1ccccc1
  0.3% | 1.0% | -10.1%[57.1 µM] | -2.2% | 3.0% | -1.2% | 8.0%[57.1 µM] | 4.1% | -6.0
O=C(COC(=O)CNC(=O)c1ccc(Cl)cc1)Nc1ncc(C(F)(F)F)cc1Cl
  -3.1% | -3.0% | 8.2%[57.1 µM] | -5.4% | 8.1% | -5.4% | -4.7% | -1.3% | -3.6
CCc1noc(C)c1C(=O)NCCc1c[nH]c2ccccc12
  -2.0% | -2.8% | 20.8% | -8.6% | 1.9% | -17.4% | 10.3% | -1.4% | -3.0
O=C(O)CCCC(=O)Nc1cccc(C(=O)Nc2ccccc2C(=O)O)c1
  1.3% | -3.3% | 25.6% | u | 0.0% | -10.3% | 7.2% | 15.4% | -15.4
COc1cccc(-c2ncc3ccccc3c2CO)c1
  0.4% | -0.8% | 6.6%[57.1 µM] | 30.7% | -9.7% | -8.6% | 5.2%[57.1 µM] | -4.6% | -11.4
O=C(NC1CCCc2ccccc21)c1cncc(Br)c1 (stereo not drawn)
  -0.3% | -5.9% | 8.9%[57.1 µM] | -23.4% | 5.6% | -25.2% | -10.7%[57.1 µM] | 3.7% | -5.3
O=C(Cn1c(=O)c2cccn2c2cccnc21)N1CCN(c2ccc(Cl)cc2)CC1
  3.3% | -5.6% | -1.5% | 24.3% | -2.0% | -11.6% | -6.9% | -10.0% | -2.5
Cc1cc(C)c2c(N)c(C(=O)Nc3ccc(F)cc3)sc2n1
  1.1% | 2.8% | 29.3% | 29.5% | 8.7% | -6.5% | 19.1% | -0.6% | -6.4
CCc1c(C)sc(NC(=O)C2CCCO2)c1C#N (stereo not drawn)
  -3.4% | 1.9% | 11.2% | -35.0% | 5.2% | -11.1% | 0.5% | x | -9.4
Clc1ccc(OCc2cc(-c3ccccc3)no2)c(Cl)c1
  -3.0% | -10.5% | -9.8% | 2.4% | 6.9% | -20.3% | -6.5% | 1.2% | 1.2
CCc1ccc(CNC(=O)C2COc3ccc(OC)cc3C2)cc1 (stereo not drawn)
  3.3% | -4.3% | -4.1%[57.1 µM] | -2.5% | -14.5% | 0.9% | -5.7%[57.1 µM] | -9.2% | -9.8
COc1ccc(CN2CC(C(=O)NCCC3=CCCCC3)CC2=O)cc1 (stereo not drawn)
  -0.1% | -0.1% | 18.1% | -5.5% | -7.8% | -0.1% | 6.4% | 0.8% | 0.1
COc1ccc(C2(CNC(=O)c3ccc(N)cc3)CCCC2)cc1
  -5.6% | -0.7% | 7.5% | -25.0% | -10.2% | -1.9% | -2.1% | -3.4% | -7.3
CCN(CC)C(=O)c1sc(N)c(C#N)c1C
  1.6% | -2.1% | 4.3% | -28.4% | 8.2% | -18.4% | -1.3% | 1.9% | 3.5
COc1cc(OC)cc(C(=O)NC(C(=O)N2CCc3ccccc3C2)C(C)C)c1 (stereo not drawn)
  -21.4% | -6.6% | 10.3%[57.1 µM] | u | 8.7% | -7.3% | -13.0%[57.1 µM] | u | 2.9

Source: PubChem (National Center for Advancing Translational Sciences (NCATS))

A portion of the library; the hit share may differ from the screen's.
